NR2E3 ag-1 – NR2E3 agonists in two-hybrid cells, primary screen, cell-based, luminescence, CHO-S, Gal4-NCOR/VP16-NR2E3; AID 602229, 2012; luciferase; inhibition of corepressor binding, % at 3.98 µM; 0.35% of 360,000 active;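 active means inhibition above the mean of all tested compounds plus 3 SD, cut at about 70% in these data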;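 further: 0% = DMSO with NR2E3 transfected cells and 100% = cells lacking NR2E3 construct; higher means lower luciferase signal from less NR2E3 corepressor binding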
Target sequence (Q9Y5X4 whole entry, looked up, the tested form may be a part): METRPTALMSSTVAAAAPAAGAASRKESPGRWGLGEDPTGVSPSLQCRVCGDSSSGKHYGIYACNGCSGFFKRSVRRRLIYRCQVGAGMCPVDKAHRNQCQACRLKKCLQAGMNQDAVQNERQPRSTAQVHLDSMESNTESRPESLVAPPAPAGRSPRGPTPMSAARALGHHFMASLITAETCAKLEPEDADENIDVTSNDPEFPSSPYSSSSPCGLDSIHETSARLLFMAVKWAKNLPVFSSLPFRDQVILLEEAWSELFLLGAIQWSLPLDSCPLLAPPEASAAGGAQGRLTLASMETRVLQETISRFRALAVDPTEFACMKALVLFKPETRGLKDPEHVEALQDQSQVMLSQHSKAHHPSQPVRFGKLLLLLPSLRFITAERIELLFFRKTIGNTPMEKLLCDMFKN
PDI turbidity – inhibitors of human PDI, primary screen, biochemical, turbidity, single point, plate reader; PDI insulin aggregation turbidity, A650, 90 min; inhibition, % at 10 µM; Protein disulfide-isomerase (Homo sapiens), P07237; 0.052% of 350,000 active;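 active means mean inhibition across replicates of 30% or more, whatever share of single replicates reach that level; inconclusive means mean inhibition below 30% while every single replicate reaches 30%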;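 further: absorbance from insulin aggregation driven by PDI reduction with DTT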
Target sequence (P07237 whole entry, looked up): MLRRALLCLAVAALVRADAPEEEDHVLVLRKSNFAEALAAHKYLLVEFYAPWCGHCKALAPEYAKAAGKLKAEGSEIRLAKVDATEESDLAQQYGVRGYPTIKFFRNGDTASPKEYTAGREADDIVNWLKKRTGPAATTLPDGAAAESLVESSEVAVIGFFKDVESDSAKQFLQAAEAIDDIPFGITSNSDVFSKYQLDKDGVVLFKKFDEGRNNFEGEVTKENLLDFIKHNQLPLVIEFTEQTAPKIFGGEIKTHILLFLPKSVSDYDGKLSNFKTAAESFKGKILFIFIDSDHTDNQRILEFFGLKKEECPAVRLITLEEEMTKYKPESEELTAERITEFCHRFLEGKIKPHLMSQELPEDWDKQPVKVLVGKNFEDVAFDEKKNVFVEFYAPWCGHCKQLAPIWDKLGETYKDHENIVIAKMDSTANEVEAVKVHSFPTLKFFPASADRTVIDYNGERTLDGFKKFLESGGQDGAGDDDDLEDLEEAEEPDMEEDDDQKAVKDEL
KKLEB cytotox – cytotoxicity in KKLEB CF airway cells, primary screen, cytotoxicity control for CF NF-kB inhibitor project, cell-based, uHTS, fluorescence assay plates. KKLEB CF airway cells viability, ATPlite luminescence, overnight; active compounds read low; cells stimulated with P. aeruginosa culture filtrate. 0.36% of 360,000 active. activity change (cytotoxicity), % at 5 µM;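 active means corrected activity change at or below -50% at 5 µM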
Shn3 inh set2 – reduction of Shn3 3'UTR firefly luciferase signal, primary screen, Schnurri-3 inhibitor project, cell-based, Clone20 osteoblasts, set 2; Clone20 osteoblast Shn3 3'UTR firefly luciferase, 24 h; inhibition, % at 12.5 µM; 0.52% of 360,000 active;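 active means mean inhibition of at least 75% with every replicate also reaching 75%; inconclusive means mean inhibition at least 75% but some replicate below; inactive means mean inhibition below 75%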;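 further: 0% = median of neutral control wells and 100% = pilot-screen positive control compound; some compounds past the cut are filed as inactive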
Vif inh – HIV Vif self-association inhibitors, primary screen, imaging, HEK293T, single point | HEK293T cells, Vif self-association by quenched fluorescence, 24 h | inhibition, % at 7.49 µM | 0.35% of 340,000 active; in the data active means inhibition above about 50%, passing the limit was not always enough; inconclusive means no clear call, values can overlap the other calls; inactive means below about 31%; further: some results filed as inactive read as strong as hits
HIF-2a block – HIF-2a reporter inhibitors, primary screen, luminescence, 786-0 RCC cells | 786-0 RCC cells HIF-2a reporter, luciferase luminescence, overnight | inhibition, % at 18.8 µM | 0.72% of 360,000 active;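 active means inhibition of the luminescence signal of 40% or more relative to plate controls, in a single-dose primary screen at 18.75 µM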
CaV13 FRET inh – Disruptors of the CACNA1D IQ motif to Ca2+-dependent inactivation inhibitor domain association, primary screening, Förster resonance energy transfer in intact living …; HEK cells, CFP/YFP FRET ICDI-IQ, plate reader, 10 min; percent FRET-ratio fall versus neutral wells; inhibition, % at 12.3 µM; 0.098% of 340,000 active; AID 743397;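 active means mean replicate inhibition of at least 30% and at least 1% of replicates passing that level; inconclusive means only one of the two criteria is met; inactive means neither criterion is met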;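 further: 0% = median of the neutral control wells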
TRPM1 prom inh – inhibitors of MITF-dependent TRPM1 promoter reporter, primary screen, cell-based, SK-MEL-5, single point, luciferase; SK-MEL-5 TRPM1 promoter luciferase, 24 h; inhibition, % at 12.5 µM; 0.83% of 330,000 active; AID 488899, 2010;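 active means mean inhibition across replicates of 60% or more, whatever share of single replicates reaches that level; inconclusive means some that reach 60%, reason not given; inactive means mean inhibition across replicates below 60%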; further: values of inactives mirror those of a sister screen read the other way
CF NFkB inh – inhibitors of PAF-induced NF-kB signaling, primary screen, cell-based, GFP fluorescence, uHTS; KKLEB NF-kB-GFP reporter, GFP fluorescence overnight; inhibition, % at 5 µM; 0.86% of 360,000 active; AID 588850, 2011;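 active means at least 50% inhibition at 5 µM, scaled per plate between neutral and stimulator controls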;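 further: PAF is a Pseudomonas aeruginosa culture filtrate used as stimulus; plate controls were PAF-stimulated DMSO wells for no effect and unstimulated DMSO wells for full effect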
NR2E3 ag-2 – inhibitors of NR2E3-RetCOR corepressor binding, primary screen, NR2E3 agonist project, biochemical, TR-FRET, GST-NR2E3, biotin-RetCOR. 0.12% of 320,000 active. 1536-well. AID 2300, 2010. inhibition of corepressor binding, % at 4.78 µM;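 active means percent inhibition above the cutoff of mean plus 3 SD of all tested compounds, set per screening campaign, cut at about 20% in these data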;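 further: 0% = DMSO wells and 100% = biotin wells as full block of FRET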
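System: GST-tagged NR2E3 plus biotinylated RetCOR corepressor; Amount: 1.35 nM GST-tagged NR2E3 final; Dosing: single nominal compound dose of 4.8 µM; Schedule: 5 h incubation at 4 °C; Technique: TR-FRET with europium anti-GST and streptavidin-D2, 340 nm excitation; Controls: biotin wells as high control, 0.6% DMSO wells as low control.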
Peg3 prom inh – Peg3 promoter-driven luciferase inhibitors, primary screen, cell-based, HeLa, luciferase luminescence | HeLa PEG-Prom luciferase reporter, overnight | inhibition, % at 20 µM | 1.7% of 360,000 active | AID 588405, 2011;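 active means inhibition of at least 50% at 20 µM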
* = called active by the depositor; ? = inconclusive; / = not tested or not shown; & = joins results of further samples.

SMILES	NR2E3 ag-1	PDI turbidity	KKLEB cytotox	Shn3 inh set2	Vif inh	HIF-2a block	CaV13 FRET inh	TRPM1 prom inh	CF NFkB inh	NR2E3 ag-2	Peg3 prom inh
CC(C)N1CCc2c(sc(NC(=O)c3nc4ccccc4s3)c2C(N)=O)C1	-13	5	-14	12	3	-70	-63	-8	-18	2	-39
CC(C)c1ccc(OCC(=O)NC2CCCC2)cc1	-16	3	-16	-23	-9	-94	-6	-22	13	-1	-59
Cc1ccc(/C=N/NC(=O)CNC(=O)Cc2ccccc2)o1	10	-2	-11	-30	2	14	-15	-11	8	-1	9
COc1cc(C(=O)N/N=C(\C)Cn2nc([N+](=O)[O-])cc2C)ccc1O	-4	24	6	-9	5	3	-5	8	1	-1	10
c1ccc(CN2CCC3CC2c2c3cccc2N2CCOCC2)cc1 (configuration not stated)	11	/	-5	-16	1	0	-6	/	8	/	5
O=C(NCc1cccnc1)NC1(c2ccccc2)CC1	12	-11	-3	6	/	9	-6	8	-15	-1	5
COc1ccccc1N1CCN(C2CC(=O)N(c3ccc(Cl)cc3)C2=O)CC1 (configuration not stated)	-7	0	4	-10	0	25	-3	7	2	0	18
O=c1/c(=C/c2ccc([N+](=O)[O-])cc2)sc2n1CCCN=2	-38	-2	5	-52	6	-235	-3	-59	-13	2	-272
Cc1cc2nc(=O)c(/C=C3\C=Nc4ccccc43)c(N)n2o1	-28	6	5	-6	3	-19	-9	/	-4	-3	-4
CCCCC(=O)Nc1cc(OCC)c(NC(=S)NC)cc1OCC	-11	5	9	0	14	16	-1	-5	-12	5	18
C/C(CC(=O)Nc1ccc(N(C)C)cc1)=N\NC(=O)c1ccc(C(C)(C)C)cc1	-19	-1	-2	16	-1	-2	-3	12	8	2	-12
CC1(C)COCN1C(=O)c1ccc(C#N)cc1	6	10	1	-7	/	20	-18	-5	-19	1	7
Cc1ccc(C(=O)NCCN2CCOCC2)c(Cl)c1	-32	-5	4	-24	7	-74	-2	-17	3	0	-54
CCCCc1nnc(SC(C)C(=O)Nc2nccs2)n1C (configuration not stated)	4	-1	14	8	-2	-5	/	10	-18	2	9
COc1ccc(CCNC(=O)C2CCN(S(=O)(=O)c3ccc(SC)cc3)CC2)cc1	-6	-3	0	2	-3	11	-20	-9	-3	5	4
COc1cc(/C=C2/NC(=O)N(CC(=O)Nc3ccc(C)cc3)C2=O)ccc1Oc1ccc([N+](=O)[O-])cn1	-19	1	5	18	10	11	-3	1	6	-2	12
CCOC(=O)Cc1csc(NC(=O)CCc2ccccc2)n1	-9	-3	-5	-19	?	10	-4	1	10	-1	-6
CCN(Cc1ccccc1)S(=O)(=O)c1ccc(C(=O)N(CCCN(C)C)c2nc3cc(C)cc(C)c3s2)cc1	17	18	-26	2	-5	-1	-4	90*	40	-5	100*
CCC/C(O)=C1\C(=O)CC(c2ccccc2)CC1=NC(C)C(=O)O (configuration not stated)	0	-7	0	9	-8	16	-3	-5	14	2	-8
C[C@H]1CN([C@@H](C)CO)C(=O)c2cc(NC(=O)C3CCCCC3)ccc2O[C@H]1CN(C)C(=O)Nc1ccc2c(c1)OCO2	-13	-2	-3	7	/	4	-7	1	-9	/	-11
N#C/C(=C(O)\C=C\c1ccccc1)c1nc2ccccc2[nH]1	8	-4	-15	-13	2	-71	-47	-20	14	4	-53
COc1cc([N+](=O)[O-])ccc1N=Nc1c(N)[nH]n(-c2ccccc2)c1=O	-36	12	15	-48	-3	-81	-4	1	-14	0	-111
COc1ccccc1CNC(=O)CN1C(=O)NC2(CCCc3sccc32)C1=O (configuration not stated)	-3	-17	2	12	-9	-10	-2	-6	-16	3	-3
CCCS(=O)(=O)N1CCC(C(=O)NCCC(C)C)CC1	7	-3	-23	3	24	5	-5	9	8	-4	6
Cc1cc(N(CN2CCCC2=O)C(=O)c2ccccc2)no1	-10	-20	11	8	0	9	-4	8	7	-2	-10

Continuation.
SMILES	NR2E3 ag-1	PDI turbidity	KKLEB cytotox	Shn3 inh set2	Vif inh	HIF-2a block	CaV13 FRET inh	TRPM1 prom inh	CF NFkB inh	NR2E3 ag-2	Peg3 prom inh
COC1(C)CC2C(CC1OC(=O)c1cc([N+](=O)[O-])cc([N+](=O)[O-])c1)C2(C)C (configuration not stated)	-3	-4	-12	-7&-43	5&-3	19	-3	-3	-5	-2	16
FC(F)(F)c1cnc(Oc2ccccc2-c2nnco2)c(Cl)c1	-4	4	-4	-27	?	3	-4	3	-2	2	20
Cc1ccccc1-c1nn(-c2ccc(F)cc2F)cc1CNCC(C)O (configuration not stated)	1	-4	0	-1	-8	13	-5	-10	0	0	17
O=C(CCC(=O)N1CCN(Cc2ccc(F)cc2)CC1)Nc1nnc(C(F)(F)F)s1	29	-7	6	-13	6	11	-3	-2	-3	-3	-15
CC1(C(=O)N2CCC(CO)(Cc3cccc(C(F)(F)F)c3)CC2)CC1	-1	-1	1	5	3	12	-5	10	-8	-1	16
O=C(NCc1ccccc1)c1cccc(F)c1F	-3	-4	1	-14	7	1	-6	-11	-6	4	5
O=c1cc(CSc2ccccn2)c2ccccc2[nH]1	-27	-2	4	17	-2	0	/	6	-1	3	-8
COc1ccccc1NC(=O)CCNC(=O)Cn1ccc2ccccc2c1=O	-7	7	6	4	7	11	-6	11	-16	0	10
Cn1c(SCc2cccc(C(F)(F)F)c2)nnc1-c1ccco1	-8	3	-1	-6	-3	-7	-4	2	-23	2	0
COCCNC(=S)N1CCN(c2nc(-c3cccc(OC)c3)cs2)CC1	-23	1	5	4	-2	-30	-2	-7	15	4	-4
CN1CCN(C(=O)CN(CCc2ccccc2)S(C)(=O)=O)CC1	9	4	7	15	-6	-7	-4	1	-14	1	14
O=C(Nc1ccc(Cl)c(Cl)c1)N(Cc1cccnc1)Cc1ccco1	-26	-4	-14	22	-14	-36	-4	-21	-2	0	14
CC(C)CN(C(=O)CSc1nnc2ccccn12)c1c(N)n(CC(C)C)c(=O)[nH]c1=O	15	-8	8	3	-8	16	-5	2	-11	1	3
COc1ccc(NC(=O)C2CCCN(S(=O)(=O)c3cccc4cccnc34)C2)c(OC)c1 (configuration not stated)	9	/	-8	-2	-4	6	-5	-7	-7	-4	-6
CC1CCCN(CCC(=O)c2ccc(Br)cc2)C1 (configuration not stated)	-34	8	-2	18	11	0	/	-1	2	-2	6
COc1ccc(Cn2c3ccc(OC)cc3c3nc4ccccc4nc32)cc1	-7	12	-13	-12	-15	14	-5	0	-5	-2	16
NC(=O)c1nsc(C(=O)N(Cc2ccc(F)cc2)C(C(=O)NCC2CCCO2)c2ccc(O)cc2)c1N (configuration not stated)	-8	14	2	-6	18	7	-4	-1	-5	/	4
O=C(CSc1nnc(NCc2ccccc2)s1)N1CCOCC1	-10	3	1	-2	3	-1	-6	3	5	2	-12
CCN(C(=O)COC(=O)c1cc(-c2ccccc2)nc2ccc(Br)cc12)C1CCS(=O)(=O)C1 (configuration not stated)	9	-5	-1	9	7	-11	0	-1	-39	12	20
Cc1ccc(NC(=O)CNC2CCCCC2)cc1Cl	12	-4	0	0	1	-51	-3	-12	6	-3	-38
COc1ccc(-c2cc(C(F)(F)F)nc(-n3ccnc3)n2)cc1	-2	-8	-13	3	9	14	-6	8	1	-2	-56
COc1ccc(C(c2nnnn2Cc2ccc(F)cc2)N2CCN(c3ccc(OC)cc3)CC2)cc1 (configuration not stated)	1	-3	-6	7	-7	18	-6	-5	16	2	11
O=C(COC(=O)c1ccc(O)cc1)Nc1ccc(N2CCCCC2)cc1	-7	3	4	-12	-7	-37	-3	26	-5	0	-16
NS(=O)(=O)c1ccc(CCNC(=O)C2COc3ccccc3O2)cc1 (configuration not stated)	-15	11	0	10	1	22	-6	0	-4	/	-2
Cc1cccc(NC(=O)Nc2c(C)n(C)n(-c3ccccc3)c2=O)c1C	1	-1	0	16	/	19	/	14	1	-4	15

The closing 3 entries of the part before lead into the next:
SMILES	NR2E3 ag-1	PDI turbidity	KKLEB cytotox	Shn3 inh set2	Vif inh	HIF-2a block	CaV13 FRET inh	TRPM1 prom inh	CF NFkB inh	NR2E3 ag-2	Peg3 prom inh
O=C(COC(=O)c1ccc(O)cc1)Nc1ccc(N2CCCCC2)cc1	-7	3	4	-12	-7	-37	-3	26	-5	0	-16
NS(=O)(=O)c1ccc(CCNC(=O)C2COc3ccccc3O2)cc1 (configuration not stated)	-15	11	0	10	1	22	-6	0	-4	/	-2
Cc1cccc(NC(=O)Nc2c(C)n(C)n(-c3ccccc3)c2=O)c1C	1	-1	0	16	/	19	/	14	1	-4	15
CCOc1ccc(N/C=C\C(=O)c2ccc3c(c2)OCO3)cc1	-29	-9	4	-21	-3	-269	-9	-48	-10	1	-251
COc1ccc(NC(=O)c2cccnc2Sc2ccccc2)c(OC)c1	-14	-1	-14	12	1	-25	-5	-18	10	0	-2
CCCCCCCCCCOC(=O)Cn1c(COc2cccc(C)c2)[n+](C)c2ccccc21	1	17	-28	59	-1	-25	-20	47	24	1	46
Cc1ccc(NC(=O)COC(=O)c2sccc2C)cc1S(=O)(=O)N1CCOCC1	-20	2	-8	5	2	-12	0	-15	8	0	-5
Cc1ccc(NC(=S)NCC2CCN(C(C)c3ccccc3)C2)cc1 (configuration not stated)	-28	-2	3	-7	-1	3	-2	10	-4	-2	10
O=C(Nc1ccccc1Cl)c1cc(S(=O)(=O)N2CCC3(CC2)OCCO3)ccc1F	-5	-3	5	2	-1	2	-5	/	-14	/	-1
CCCn1c(SCC(=O)Nc2nc3ccccc3s2)nc2c1c(=O)n(C)c(=O)n2C	-15	-6	-1	55	-19	0	-5	6	3	1	-1
COc1ccc2cc(CCNC(=O)C3CC3)c(=O)[nH]c2c1	-1	0	2	-16	7	13	/	8	7	0	0
Cc1ccc(NC(=O)C(C)Sc2nnc(C)n2C2CC2)cc1S(=O)(=O)N1CCOCC1 (configuration not stated)	-2	-6	3	-5	-3	11	-2	1	-16	5	13
COCCSc1nnc(NC(=O)C2CC(=O)N(CCc3ccc(F)cc3)C2)s1 (configuration not stated)	-24	-1	14	-11	-5	13	-7	9	-11	0	-4
c1cc(N2CCCCC2)nc(N2CCCCC2)n1	-19	-5	11	74	9	-80	-5	-22	-9	/	-73
